# IMP-1 inhibitor: inhibitors of Pseudomonas aeruginosa IMP-1 metallo-beta-lactamase; purified IMP-1, nitrocefin hydrolysis, epi-absorbance fluorescence; inhibition, % at 5.6 µM; 0.45% of 290,000 active;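 active means inhibition above the mean plus 3 SD of all compounds in the same screening run, cut at about 4.5% in these data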;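 further: 0% = IMP-1 with DMSO and 100% = DMSO wells lacking enzyme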
#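 assay system = purified recombinant IMP-1 metallo-beta-lactamase enzyme | schedule = 15 min preincubation plus 25 min reaction at 25 °C | signal = Epi-absorbance fluorescence, 480 nm excitation, 530 nm emission | read-out basis = percent inhibition from optical density relative to buffer-blank wells | controls = IMP-1 with DMSO as 0%, enzyme-free DMSO as 100%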
# GPR7 antag: antagonists of human GPR7 (neuropeptides B/W receptor 1); P48145; GPR7-expressing cells, fluorescence antagonist assay; 1.1% of 290,000 active; inhibition, % at 4.4 µM; in the data active means inhibition above about 16%, passing the limit was not always enough;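 further: cells stimulated with the agonist NPW; 0% = agonist with vehicle and 100% = vehicle without agonist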
# HCV NS3 hel inh: inhibitors of Hepatitis C virus NS3 helicase; NS3 helicase DNA unwinding, Cy5 molecular beacon fluorescence; inhibition, % at 10.9 µM; 0.56% of 290,000 active;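 active means inhibition above the mean of all tested compounds plus 3 SD, set per campaign, cut at about 35% in these data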;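 further: 0% = DMSO wells and 100% = thioflavine S control wells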
#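 assay system = NS3 helicase fragment of HCV | buffer or medium = MOPS pH 6.5, MgCl2, DTT, Tween20, BSA | timing = 60 min unwinding reaction at 25 °C after ATP addition | signal = Cy5 beacon fluorescence read at start and 1 h | read-out basis = % inhibition of unwinding | control set = low DMSO, high thioflavine S at 110 µM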
# PHOSPHO1 inh: PHOSPHO1 (human) inhibition; Q8TCT1; recombinant PHOSPHO1, absorbance phosphatase assay; inhibition, % at 13.3 µM; 1.1% of 290,000 active; AID 1565; in the data active means inhibition above about 60%
# Target sequence (Q8TCT1 whole entry, looked up): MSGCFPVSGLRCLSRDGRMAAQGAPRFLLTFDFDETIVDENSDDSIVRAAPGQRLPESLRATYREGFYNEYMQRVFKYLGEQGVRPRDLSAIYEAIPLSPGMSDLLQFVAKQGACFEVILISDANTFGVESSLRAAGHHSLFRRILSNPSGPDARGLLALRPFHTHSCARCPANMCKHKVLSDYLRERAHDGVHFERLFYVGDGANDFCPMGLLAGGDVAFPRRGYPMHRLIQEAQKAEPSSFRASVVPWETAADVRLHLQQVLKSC
# FID counter: fluorescent intercalator displacement, NS3 helicase counter-screen. DNA fluorescent intercalator displacement, fluorescence. inhibition, % at 7.9 µM. 0.17% of 290,000 active. AID 1845; in the data active means inhibition above about 37%;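 further: 0% = vehicle and 100% = reference compound; higher means more ethidium bromide displaced from hairpin DNA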
# V1aR counter: V1a receptor agonism, counter-screen for OXTR agonists; CHO-V1R cells, Fluo-8 calcium fluorescence, agonist mode; 0% DMSO, 100% 3 nM vasopressin; AID 2797; 0.25% of 320,000 active; activation, % at 3 µM;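 active means activation above the mean activation of all tested compounds plus 3 SD, per screening run, cut at about 20% in these data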;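 further: signal is peak over basal fluorescence ratio across a 100 second FLIPR read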
# Target sequence (P37288 whole entry, looked up): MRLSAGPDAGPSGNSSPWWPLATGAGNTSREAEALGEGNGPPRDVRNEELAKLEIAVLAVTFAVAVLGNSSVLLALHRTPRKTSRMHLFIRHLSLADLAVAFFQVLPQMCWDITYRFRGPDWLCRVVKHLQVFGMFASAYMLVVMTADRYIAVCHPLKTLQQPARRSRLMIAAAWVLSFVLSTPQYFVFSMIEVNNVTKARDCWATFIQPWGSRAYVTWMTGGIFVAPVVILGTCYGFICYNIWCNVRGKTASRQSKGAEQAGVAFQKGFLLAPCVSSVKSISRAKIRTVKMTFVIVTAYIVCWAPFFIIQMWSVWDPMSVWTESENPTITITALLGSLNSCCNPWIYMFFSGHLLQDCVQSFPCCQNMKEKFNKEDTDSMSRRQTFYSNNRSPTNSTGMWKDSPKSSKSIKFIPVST
# GalR3 antag: blocks the human galanin receptor 3; 0.44% of 360,000 active; HEK293 GalR3-CNG cAMP membrane potential fluorescence; galR3 body fused to GalR1 C-terminus; inhibition, % at 3 µM;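 active means inhibition above the screen-wide average plus 3 SD, cut at about 13% in these data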;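 further: forskolin and galanin both at EC90 stimulate the cells; cAMP rise reported by CNG channel membrane potential dye signal; 0% = forskolin plus galanin with DMSO and 100% = forskolin alone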
# Target sequence (O60755 1-299 limits assumed): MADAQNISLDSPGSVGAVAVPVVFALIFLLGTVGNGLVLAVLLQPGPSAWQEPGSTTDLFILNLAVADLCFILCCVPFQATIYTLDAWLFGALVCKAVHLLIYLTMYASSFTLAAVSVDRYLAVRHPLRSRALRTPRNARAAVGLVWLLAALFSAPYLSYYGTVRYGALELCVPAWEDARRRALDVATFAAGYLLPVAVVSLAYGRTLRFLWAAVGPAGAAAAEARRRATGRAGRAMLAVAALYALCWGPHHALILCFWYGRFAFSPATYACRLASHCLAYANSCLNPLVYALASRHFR
# VIM-2 inhibitor: inhibitors of Pseudomonas aeruginosa VIM-2 metallo-beta-lactamase; purified VIM-2, nitrocefin hydrolysis, epi-absorbance fluorescence; inhibition, % at 5.6 µM; 0.89% of 290,000 active;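 active means inhibition above the mean of all tested compounds plus 3 SD, cutoff set per screening run, cut at about 7.5% in these data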;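 further: red hydrolysis product quenches plate fluorescence so inhibitors raise well fluorescence; 0% = enzyme with DMSO and 100% = DMSO without enzyme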
# OXTR ag: activates the human oxytocin receptor | activation, % at 3 µM | AID 2435 | CHO-OTR cells, Fluo-8 calcium fluorescence; normalized: DMSO 0%, oxytocin 100% | P30559 | 0.32% of 320,000 active;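 active means activation above the mean of all tested compounds plus 3 SD, cutoff set per screening run, cut at about 20% in these data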;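 further: peak over basal fluorescence ratio from a 100 s FLIPR kinetic read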
# Numbers without * were called inactive; nt = no result given. Not a hit list; about 4.3% have a hit in one of these screens.
SMILES,IMP-1 inhibitor,GPR7 antag,HCV NS3 hel inh,PHOSPHO1 inh,FID counter,V1aR counter,GalR3 antag,VIM-2 inhibitor,OXTR ag
COc1ccccc1NC(=O)C1CCN(S(=O)(=O)c2ccc3c(c2)CC(C)N3C(C)=O)CC1 (stereo not given),-1.8,-5,-5,24,-44,5.5,-1,-0.5,3.6
COc1ccc(-c2csc(NC(=O)CSc3nc(SC)ns3)n2)cc1,0.7,4,6,0,-1,0.1,-3,0.0,-0.5
Cc1cccc(-n2cc(CN3CCN(Cc4nccn4C)CC3)c(-c3cccc(F)c3)n2)c1,-3.7,-4,-44,61*,22,0.6,-9,-3.3,2.0
COC(=O)c1c(NC(=O)CSc2nnnn2-c2ccccc2)sc2c1CCCC2,-4.1,-20,-10,-18,-12,1.4,-5,-3.0,-0.8
C/C(=C\c1ccccc1)C(=O)n1nnc2ccccc21,-2.3,-14,6,16,0,0.5,-5,0.1,0.8
COc1ccc(N(C(=O)c2cnccn2)C(C(=O)NCc2ccccc2)c2ccc(O)cc2)cc1 (stereo not given),-2.0,-3,5,19,-13,-0.6,-8,-1.8,0.3
CCCOc1ccc(N2C(=O)CC(SC(=N)N3N=C(c4ccccc4)CC3c3ccccc3)C2=O)cc1 (stereo not given),-0.1,1,-2,0,-4,-0.4,-8,-0.4,0.4
COc1ccc(NC(=O)N(CCO)Cc2cc3c(C)cc(C)cc3[nH]c2=O)cc1,-3.0,0,5,-18,-28,-1.4,-2,-2.2,-2.2
Cc1cc(Cl)ccc1Oc1ncc(CN2CCN(c3ccccc3)CC2)s1,-4.3,-3,-2,10,-7,0.6,-3,-1.0,-2.0
CSc1nc2ccc(NS(=O)(=O)c3ccc(Cl)s3)cc2s1,0.8,-6,6,11,2,3.8,-2,0.6,2.4
CN(C(=O)c1ccco1)c1nc(CC(=O)Nc2ccccc2)cs1,-1.2,4,-2,-4,-6,0.2,0,-1.5,0.2
CCNS(=O)(=O)c1ccc(C(=O)Nc2ccccc2)cc1,-0.7,-7,4,5,-14,0.2,-6,-1.4,1.9
Cc1ccsc1C(=O)C1CCCN(Cc2cccn2-c2ccc(Cl)cn2)C1 (stereo not given),-0.1,39*,-26,44,13,2.6,-10,-1.5,1.0
COc1cc(C)nc(N2CCCC(C(=O)NCC(C)C)C2)n1 (stereo not given),-5.2,-17,6,-6,-15,-1.5,0,-3.9,-1.6
Cc1ccc(CS(=O)(=O)CCC(=O)NCc2ccc3c(c2)OCO3)cc1,-1.9,-11,0,41,-3,-0.9,-3,-3.7,-2.0
COc1ccc2cc(CN(Cc3ccco3)C(c3nnnn3C3CCCCC3)C(C)C)c(=O)[nH]c2c1 (stereo not given),-0.9,0,2,0,-3,0.9,-3,-1.2,-0.5
COc1ccc(C(=O)N2CCN(S(=O)(=O)N3CCOCC3)CC2)cc1OC,-1.0,1,-4,7,-7,0.3,3,-0.5,1.0
CN(Cc1ccccc1)S(=O)(=O)c1ccc2[nH]cc(C(=O)NCC3CCCO3)c(=O)c2c1 (stereo not given),-2.5,13,10,-15,10,0.9,2,0.0,1.7
O=C(Cn1c(O)c(/C=C2\C=Nc3ccccc32)sc1=O)Nc1ccc2c(c1)OCO2,-2.5,4,-1,-99,0,0.8,-8,1.2,-1.1
Oc1ccc(Cl)cc1/C=N/c1nccs1,0.4,-9,2,9,-1,-0.2,-1,-2.2,-0.4
Cc1ccc2[nH]c(=O)c(C(c3nnnn3C3CCCC3)N3CCCc4ccccc43)cc2c1 (stereo not given),-6.6,-9,1,-5,5,0.5,8,-2.8,0.0
O=C(/C=C/c1ccco1)NCC1(c2ccccc2)CCCC1,-0.2,-8,36,6,-21,-0.9,-2,-1.1,-2.9
Cc1ccc(NC(=O)Cc2nnc(SCC(=O)NC3=NCCS3)n2C)cc1,0.2,-7,-6,-4,-19,3.0,-8,-2.3,-0.3
COc1ccc(S(=O)(=O)n2nc(-c3ccc(Cl)cc3)cc2N)cc1,-4.4,5,1,48,-6,3.3,-7,-2.8,0.0
CC(=O)Nc1ccc(S(=O)(=O)Nc2nc3ccccc3nc2N2CCCC2)cc1,-1.4,5,-5,-3,-5,2.5,3,1.1,0.6
COc1cc(OC)cc(C(=O)NCC(=O)OC2CCOC2=O)c1 (stereo not given),-3.4,-1,3,56,-1,0.3,0,-1.6,0.6
Cc1nn(C)c(C(=O)N/N=C/c2ccncc2)c1Cl,-3.3,-5,9,17,-9,0.3,0,-1.4,0.1
CNC(=O)NCC12CC3CC(CC(C3)C1)C2,-0.9,-9,6,-14,-2,-0.6,-1,-1.9,-0.5
O=C(OCc1cnc(Cl)s1)c1cccc(Cl)c1Cl,-2.9,-3,2,1,-4,-0.3,3,0.0,-1.1
O=C(Cn1c(-c2ccccc2)c[n+]2ccsc12)c1ccc([N+](=O)[O-])cc1,2.9,7,-84,-2,14,-0.6,-2,-0.2,-1.2
O=C(O)CNC(=O)c1ccccc1NC(=O)c1ccco1,-0.9,-19,-1,6,4,0.2,-4,-1.2,-0.1
Cc1cc(C(=O)O)c(=O)[nH]c1C,-3.6,5,3,-6,-3,0.1,-7,-0.5,-0.4
CCOc1ccc(NC(=O)c2ccc3snnc3c2)cc1,-2.1,-8,-1,4,-1,0.8,1,-4.2,0.3
COc1cccc(S(=O)(=O)Nc2cccc(C(=O)N3CCCCCC3)c2)c1,-1.3,-9,-1,-3,-28,1.6,3,-3.8,1.5
CCCN(C(=O)Cc1ccc(S(=O)(=O)N2CCOCC2)s1)c1c(N)n(Cc2ccccc2)c(=O)[nH]c1=O,-1.1,-20,2,-6,-18,1.1,2,1.0,-0.1
O=C1CC(=Nc2ccccc2)NN1c1ccccc1,-2.3,-14,16,16,-9,0.4,-2,-2.5,3.1

# In the list so far, these contain an aryl thioether with sulfur outside any ring.
SMILES,IMP-1 inhibitor,GPR7 antag,HCV NS3 hel inh,PHOSPHO1 inh,FID counter,V1aR counter,GalR3 antag,VIM-2 inhibitor,OXTR ag
COc1ccc(-c2csc(NC(=O)CSc3nc(SC)ns3)n2)cc1,0.7,4,6,0,-1,0.1,-3,0.0,-0.5
COC(=O)c1c(NC(=O)CSc2nnnn2-c2ccccc2)sc2c1CCCC2,-4.1,-20,-10,-18,-12,1.4,-5,-3.0,-0.8
CSc1nc2ccc(NS(=O)(=O)c3ccc(Cl)s3)cc2s1,0.8,-6,6,11,2,3.8,-2,0.6,2.4
Cc1ccc(NC(=O)Cc2nnc(SCC(=O)NC3=NCCS3)n2C)cc1,0.2,-7,-6,-4,-19,3.0,-8,-2.3,-0.3

# Continuation.
SMILES,IMP-1 inhibitor,GPR7 antag,HCV NS3 hel inh,PHOSPHO1 inh,FID counter,V1aR counter,GalR3 antag,VIM-2 inhibitor,OXTR ag
COc1ccc(C(=O)COC(=O)CCCn2c(=O)oc3ccccc32)cc1,0.4,4,-5,nt,-21,1.9,-5,-1.2,-0.8
CCOC(=O)c1c(C)[nH]c(C(=O)OCc2ccccc2F)c1C,-0.4,-5,-20,12,-20,-0.1,-9,0.4,-0.5
COc1ccc(CCNC(=O)C(C)OC(=O)c2cccs2)cc1OC (stereo not given),-1.9,1,10,52,-15,1.4,-9,-4.1,0.1
Cc1nc(Nc2nc(-c3ccccc3)cc(=O)[nH]2)nc2ccccc12,-7.3,-14,-3,nt,-10,-1.8,0,-1.7,-1.5
NNC(=O)CN1C(c2cccc(Cl)c2)=Nc2ccc(Br)cc2C1c1ccccc1 (stereo not given),-3.9,-17,-15,16,-12,-0.9,-7,-3.8,-1.0
Cc1c(C(=O)N2CCCCC2)c(S(=O)(=O)N(C)Cc2ccco2)c(C)n1C,-2.6,-6,2,38,-21,-0.7,-8,0.1,0.2
Cc1ncc(CN2CCCC(C(=O)Nc3ccc(-c4cccc(F)c4)cc3)C2)cn1 (stereo not given),-1.2,1,-21,28,1,5.2,-3,-1.4,3.7
CC(C)(C)c1ccc(S(=O)(=O)O/N=C2/CCCCC2c2ccc([N+](=O)[O-])cc2[N+](=O)[O-])cc1 (stereo not given),-3.1,-3,4,28,3,0.5,-2,-4.2,1.0
O=C(CSc1nnc(Cc2ccc3c(c2)OCO3)n1C1CCCCC1)NC1CCCC1,-3.9,2,-6,-29,-38,-0.4,-5,-3.1,-1.3
COc1ccccc1NC(=O)c1ccc(NS(=O)(=O)c2c(C)noc2C)cc1,0.1,-13,-9,0,-15,0.2,-2,-0.8,-0.3
O=C(Cn1c(-c2ccco2)nc2ccccc21)N1CCCCC1,-5.7,-5,-3,13,-4,3.2,-5,0.5,0.2
O=C(NCc1ccccc1)c1ccc(NC(=O)c2ccco2)cc1,-4.4,0,5,10,-17,1.6,5,-3.3,1.2
O=C(CSCc1ccc(F)cc1)Nc1ccccc1,-0.8,-16,3,-8,-1,-0.6,0,-0.6,-1.5
Cc1ccc2c(CC(=O)Nc3ccc(N4CCN(C)CC4)cc3C)coc2c1,7.0*,8,-16,-25,9,1.2,-4,-2.9,5.2
Cc1ccc2oc(C(=O)N(C)Cc3ccc(C)o3)c(C)c2c1,0.1,1,-4,-36,-27,-0.6,-8,-1.4,-1.4
COC(=O)C1C(=O)C(C(=O)c2ccc([N+](=O)[O-])cc2)C(=O)CC1(C)C (stereo not given),0.1,-14,18,19,-2,2.3,-9,-2.1,-0.6
Cc1cc(Nc2cccc(Cl)c2)n2ncnc2n1,-2.2,-18,5,-11,-5,-0.6,3,-0.1,-1.6
CC1CCCN(C(c2ccccc2)c2sc3ncnn3c2O)C1 (stereo not given),-0.3,-11,-7,40,-19,-0.3,nt,-0.1,-1.4
O=C(C[n+]1ccc(C(=O)N/N=C/c2ccc(OCc3ccccc3)cc2)cc1)c1ccccc1,-0.3,-4,-30,30,7,1.8,-1,-5.3,0.7
Clc1ccc(CO/N=C2\CCCc3nonc32)cc1,-0.8,-7,2,0,-2,-0.2,-9,0.4,-2.3
O=C(Nc1nc(=O)[nH]s1)c1ccccc1,-5.3,-6,-1,32,7,-1.0,1,-4.0,0.6
CCOC(=O)Cn1nc(C)c2c1CCCC2=O,-2.1,0,9,2,3,1.2,3,0.3,0.4
O=C(Nc1nc(-c2ccncc2)cs1)C1c2ccccc2Oc2ccccc21,-2.9,-6,-21,-11,-5,0.8,-2,-0.9,-1.4
CCN(CCO)Cc1cn[nH]c1-c1ccc(C)c(C)c1,-2.3,-2,-12,1,12,1.1,-4,-2.0,2.1
COc1cc(-c2nc3n(n2)C(c2ccncc2)C2=C(CCCC2=O)N3)cc(OC)c1OC (stereo not given),2.9,-10,2,-8,-19,-0.9,-8,4.1,0.7
O=C(c1ccc(-c2ccccc2)c(F)c1)C1CCCN(C(=O)c2cncs2)C1 (stereo not given),0.3,-4,-11,46,-30,6.5,-5,1.3,3.1
O=C(CN1C(=O)CCC1=O)Nc1nc(-c2ccc3ccccc3c2)cs1,-3.4,3,-14,53,-16,6.8,-5,-6.3,11
COc1cccc(C2c3[nH]c4ccccc4c3C[C@H]3C(=O)N(C4CC4)CC(=O)N23)c1 (stereo not given in full),-0.6,10,-2,nt,-21,1.4,-9,-0.7,2.2

# Assay outcomes as filed in PubChem BioAssay.
